SW480 rerep: induces DNA re-replication in SW480 colon adenocarcinoma cells | SW480 DNA re-replication, Hoechst DNA content imaging, 48 h | Potency, µM (highest dose often 46.1 µM), inactives show top-dose re-replication activation, usual class: activators | hit rate 1.8% among 340,000 | AID 624297; further: potency means the concentration at half of the fitted maximal effect; % of control where 0% means no effect; nearly all actives have a fitted effect of over 55% in size
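Hoechst fluorescence of nuclei (405 nm excitation, 500-530 nm emission) measured by plate-scanning imager after 48 hr compound exposure at 37 C; re-replication scored as increased number of nuclei with elevated intensity.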
D3 ag: D3 dopamine receptor (human) agonism; P35462; D3R DiscoveRx beta-arrestin cells, luminescence, 90 min; max activation, %; hit rate 0.58% among 410,000; AID 652048; in the data active means max activation above about 30%; further: 0% is about no effect; mostly tested at two doses, the higher about 12 µM
Target sequence (P35462 whole entry, looked up): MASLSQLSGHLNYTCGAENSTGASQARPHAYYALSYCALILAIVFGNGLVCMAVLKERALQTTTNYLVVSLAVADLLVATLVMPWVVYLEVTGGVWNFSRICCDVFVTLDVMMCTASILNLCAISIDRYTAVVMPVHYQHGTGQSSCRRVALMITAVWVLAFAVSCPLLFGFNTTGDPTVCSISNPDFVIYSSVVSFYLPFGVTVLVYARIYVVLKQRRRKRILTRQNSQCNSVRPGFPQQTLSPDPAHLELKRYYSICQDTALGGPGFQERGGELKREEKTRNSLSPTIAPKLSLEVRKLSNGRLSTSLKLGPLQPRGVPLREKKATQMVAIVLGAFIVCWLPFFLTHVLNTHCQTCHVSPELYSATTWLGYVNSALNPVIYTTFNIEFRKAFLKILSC
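Cells at 1500/well, incubated overnight, then treated with pinned compounds (dopamine as control) for 90 min at 37 degrees C. DiscoveRx reagent added for 30 - 60 minutes at room temperature; luminescence read.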
MCF10A rerep: DNA re-replication induction in MCF 10a cells | Potency, µM (highest dose often 46.1 µM), for the others: at the top dose activity, positive = re-replication, most hits filed as activators | AID 624296 | MCF 10A DNA re-replication, Hoechst nuclear intensity, 48 h | hit rate 2.9% among 350,000; further: potency means the concentration at half of the fitted maximal effect; % of control where 0% means no effect; nearly all actives have a fitted effect of over 50% in size
KB-3-1 cytotox: KB-3-1 parental cell cytotoxicity | Potency, µM (doses to about 46.1 µM), without a hit: at the highest dose activity change, negative = cytotoxic, most hits filed as cytotoxic | hit rate 1.4% among 400,000 | AID 1347075 | KB-3-1 viability, CellTiter-Glo ATP luminescence, 72 h; further: potency means the concentration at half of the fitted maximal effect; on the % scale 0 is the no-effect control and ±100 the full control effect; nearly all actives have a fitted effect of over 60% in size
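Cells are dispensed, compounds pinned in, plates held at 37 °C for 72 h, then CellTiter-Glo is added and luminescence read after 10 minutes. Cell line: parental KB-3-1 in phenol-red-free DMEM, 10% FBS.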
HT1080NT lethal: kills 2HG-producing HT-1080-NT fibrosarcoma cells. HT-1080-NT fibrosarcoma viability, CellTiter-Glo ATP luminescence, 48 h. Potency, µM (highest dose often 46.1 µM), without a hit: at the top dose activity, negative = less viability, most hits filed as cytotoxic. hit rate 1.6% among 360,000. AID 686970;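 further: NT is the 2HG producing partner of a matched IDH1 knockdown line; potency means the concentration at half of the fitted maximal effect; 0% = DMSO-treated cells and -100% = media-only wells without cells; nearly all actives have a fitted effect of over 55% in size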
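Read-out is CellTiter-Glo luminescence after 10 minutes at room temperature, following 48 hours' compound treatment of HT-1080-NT cells (750 cells/well, RPMI, 5% FBS, 37 degrees C).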
KB-V1 MDR tox: kills drug-selected multidrug resistant KB-V1 cells; AID 1347076; KB-V1 MDR cells viability, CellTiter-Glo, 72 h; Potency, µM (top dose mostly 46.1 µM), without a hit: at the highest dose activity change, negative = cytotoxicity, hits mostly cytotoxic; hit rate 3.4% among 400,000; further: potency means the concentration at half of the fitted maximal effect; on the % scale 0 is the no-effect control and ±100 the full control effect; nearly all actives have a fitted effect of over 60% in size
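Potencies derive from concentration-effect curves fitted to normalized luminescence (CellTiter-Glo) of KB-V1 cells treated for 72 h at 37 degrees C in phenol-red-free DMEM containing 10% FBS.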
IL-1B inflam inh: inflammasome signaling inhibition, IL-1 beta readout; THP-1 LPS/ATP IL-1B secretion, AlphaLISA, 16 h; active compounds read low; hit rate 4.7% among 360,000; AID 743279; activity change, % at 57.5 µM; in the data active means activity change below about -50%; inconclusive means mostly about -30% to -49%; further: on the % scale 0 is the no-effect control and ±100 the full control effect
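Secreted IL-1B measured by AlphaLISA bead assay after 16 h compound exposure of THP-1 cells; compounds (final up to 57.5 uM) added 1 h before LPS (250 ng/mL) and ATP (1.25 mM) stimulation; lower signal means less secretion.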
GLP1R cytotox: cytotoxicity counter-screen for GLP-1 receptor inverse agonists. HEK293 cAMP-luciferase reporter cells, luminescence, 24 h. Potency, µM (doses to about 38.3 µM), without a hit: at the top dose activity change, negative = inhibition, most hits filed as inhibitors. hit rate 0.13% among 410,000. AID 624418;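 further: loss of luciferase light is scored as toxicity; potency means the concentration at half of the fitted maximal effect; on the % scale 0 is the no-effect control and ±100 the full control effect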
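Here, cytotoxicity is scored as loss of luminescence. The MLSMR collection was tested on cells seeded in medium containing 10% Nu serum, with a 24 hr compound exposure preceded by 12 hours of culture.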
HT1080 IDH1KD tx: HT-1080 IDH1 knockdown cell toxicity (counter line); HT-1080 IDH1 knockdown viability, ATP luminescence, 48 h; Potency, µM (doses to about 46.1 µM), for the others: at the highest dose activity, negative = toxicity, usual class: cytotoxic; hit rate 2% among 360,000; AID 686971;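 further: potency means the concentration at half of the fitted maximal effect; 0% = DMSO wells and -100% = cell-free medium wells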
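Using the IDH1-knockdown HT-1080 line run in the same batch and compound series as the NT line, viability after 48 h at 37 °C was determined by CellTiter-Glo luminescence and expressed as % activity.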
Numbers without * were called inactive; ? = inconclusive; · = no result given; & = joins results of further samples; [ ] = dose if it differs, or a comment. Unless noted, the call rests on the fitted dose curve; in most records, active means well fitted curve in the direction sought with a large enough effect; inconclusive means small, poorly fitted or top-dose-only effect, or another doubt; inactive means no such curve, though single readings can be large; an effect the other way counts as inactive or inconclusive.

SMILES	SW480 rerep	D3 ag	MCF10A rerep	KB-3-1 cytotox	HT1080NT lethal	KB-V1 MDR tox	IL-1B inflam inh	GLP1R cytotox	HT1080 IDH1KD tx
Cc1ccc(C)c(NC(=O)CSc2nnc(CNC(=O)c3cccs3)o2)c1	-5%	4	-11%	21%	8%	-1%	13	-2%	0%
Nc1cccc(-c2cn3cc(C(F)(F)F)cc(Cl)c3n2)c1	0%	-12	19%	15%	-25%	?	-1	-7%	-4%
CC(=O)c1ccc(NC(=O)C2=CC(c3cccs3)=NS(=O)(=O)N2C)cc1	-29%	7&8	2%	12%&2%	0%	1%&4%	-11	-7%&-4%	-2%
CC1CCCC(NC(=O)COC(=O)CCc2ccccc2)C1C (stereo not given)	-14%	5	-6%	-3%	6%	26%	5	-3%	10%
COc1ccccc1N(C(C)=O)C1=C(Cl)C(=O)c2ccccc2C1=O	·	-14	·	-8%	18µM*	-7%	?	10%	7.3µM*
O=C(CNC(=O)N1CC(=O)Nc2ccccc21)Nc1cc(Cl)ccc1Cl	-6%	-2	17%	-1%	5%	5%	-10	5%	1%
Cn1c(=O)[nH]c(=O)c2c1nc(CN1CCOCC1)n2CCCc1ccccc1	-18%	2	-3%	2%	10%	0%	-27	-2%	6%
Cc1cc(NC(=O)c2cccs2)ncc1NC(=O)c1cccc(F)c1	0%	0	-2%	15%	3%	-4%	-17	-2%	3%
CS(=O)(=O)Nc1cccc(C2=NN(S(=O)(=O)c3ccccc3)C(c3cccs3)C2)c1 (stereo not given)	?	11	25%	-5%	-26%	4%	-16	4%	?
COc1ccccc1CC(O)CC1c2c(cc3c(c2OC)OCO3)CCN1C (stereo not given)	-27%	-1	0%	?	-12%	-16%	?	-5%	?
O=C1CCCCN1CCC(=O)N1CCCC(Nc2ccc(F)c(F)c2)C1 (stereo not given)	3%	-9	3%	1%	16%	0%	1	2%	20%
CC1=NN(c2ccc(C)c(C)c2)C(=O)/C1=C\C=C\c1ccc([N+](=O)[O-])o1	-16%	-1	0%	?	?	-8%	-70*	?	16µM*
CCN1C(=O)/C(=C\c2ccco2)C(C(=O)OC)=C1C	-11%	0	-185%[0.0737 µM]	15%	-1%	2%	-10	-9%	12%
Cc1onc(-c2ccccc2)c1CNS(=O)(=O)c1ccccc1	?	3	8%	3%	12%	-10%	-5	20%	4%
O=C(Nc1cccc2ccccc12)OCc1cncs1	-4%	15	-3%	17%	8%	2%	11	-3%	21%
NC(CO)C(O)c1ccc([N+](=O)[O-])cc1 (stereo not given)	-56%	13	3%	0%	4%	27%	-9	-4%	10%
O=C(COc1ccccc1)Nc1ccc(OCc2cc(=O)n3ccsc3n2)cc1	·	1	·	14%	·	0%	·	-1%	·
Cc1ccc(C(=O)CN2C(=O)NC3(CCCCCC3)C2=O)c(C)c1	-8%	-1	5%	0%	16%	?	-13	-1%	11%
CCn1c(-c2cccnc2Cl)nc2cc(Cl)c(Cl)cc21	6%	4	29%	-4%	?	-23%	5	-10%	?
COc1cccc(Oc2coc3cc(OC(=O)N4CCOCC4)ccc3c2=O)c1	?	6	-4%	-19%	-15%	?	-6	1%	-2%

Single records (already shown). Screens in order: SW480 rerep | D3 ag | MCF10A rerep | KB-3-1 cytotox | HT1080NT lethal | KB-V1 MDR tox | IL-1B inflam inh | GLP1R cytotox | HT1080 IDH1KD tx
Entry for `O=C(Nc1cccc2ccccc12)OCc1cncs1` = -4% | 15 | -3% | 17% | 8% | 2% | 11 | -3% | 21%
Entry for `O=C(CNC(=O)N1CC(=O)Nc2ccccc21)Nc1cc(Cl)ccc1Cl` = -6% | -2 | 17% | -1% | 5% | 5% | -10 | 5% | 1%
Entry for `CC1=NN(c2ccc(C)c(C)c2)C(=O)/C1=C\C=C\c1ccc([N+](=O)[O-])o1` = -16% | -1 | 0% | ? | ? | -8% | -70* | ? | 16µM*

(continued)
SMILES	SW480 rerep	D3 ag	MCF10A rerep	KB-3-1 cytotox	HT1080NT lethal	KB-V1 MDR tox	IL-1B inflam inh	GLP1R cytotox	HT1080 IDH1KD tx
CCC(C)NC(=O)COc1ccc(Br)c(C)c1 (stereo not given)	-13%	1	5%	3%	0%	?	29	-16%	9%
Cc1cc(C)c(NC(=O)c2ccc(S(=O)(=O)N(C)C)cc2)c(C)n1	?	-7	18µM*	-3%	7%	14%	35	-5%	3%
COc1ccccc1NC(=O)c1ccccc1S(=O)(=O)c1ccccc1[N+](=O)[O-]	-6%	-8	0%	?	-7%	-2%	8	6%	-1%
CCOC(=O)[C@]12CCCC=C1N(Cc1ccc(Cl)cc1Cl)C(=O)[C@H](CC(=O)NCC1CCCCC1)C2	·	1	·	-27%	?	?	-62*	2%	?
CC1CCc2c(sc(NC(=O)CN3CCN(C(=O)c4ccco4)CC3)c2C#N)C1 (stereo not given)	-4%	6	?	-10%	0%	-2%	-8	5%	-3%
CCOc1ccc(C(C)NC(=S)NCc2ccc(F)cc2)cc1 (stereo not given)	0%	-1	-2%	11%	-23%	?	-16	-29%	-19%
CCOC(=O)c1nn(-c2ccc(F)cc2)c(=O)cc1OCC(=O)Nc1cccc(C)c1	-2%	-2	-9%	-1%	-9%	-6%	0	-5%	0%
Cc1ccc(S(=O)(=O)/N=C(\CN2CCOCC2)N2CCOCC2)cc1	-23%	-1	-1%	-3%	-4%	4%	-11	0%	2%
C=CCN1c2ccccc2[C@]23C[C@@H](C(=O)OC)N(C(=O)OCC)C2=NC(C(=O)OC)=C(C(=O)OC)[C@H]13	-2%	18	14%	1%	5%	17%	23	0%	7%
CCOc1ccc(C(=O)NNC(=O)CN2C(=O)NC3(CCCC3)C2=O)cc1	-5%	5	4%	-1%	3%	1%	22	-12%	0%
Cc1c(CN2CCN(CC(C)C)C(CCO)C2)[nH]c2ccc(Cl)cc12 (stereo not given)	-3%	-9	?	?	?	2%	-14	-22%	?
Cc1c(N(C)S(=O)(=O)c2cccc(C(=O)NC(C)C)c2)c(=O)n(-c2ccccc2)n1C	-6%	25	1%	15%	20%	-1%	14	16%	27%
COc1ccc(C(=O)Nc2cccc(/C(C)=N\NC(=O)c3ccoc3C)c2)cc1OC	-1%	5	3%	-14%	-18%	-3%	-50*	-18%	-27%
O=C(COC(=O)CCNS(=O)(=O)c1ccc(Cl)cc1)Nc1ccccc1OC(F)F	3%	-1	2%	-1%	6%	0%	6	3%	0%
Cc1ccc(S(=O)(=O)N2CCCCC2)cc1NC(=O)c1cnccn1	3%	-8	1%	7%	-2%	4%	-10	-3%	1%
CN1C(=O)C(C)(C)c2cc(S(=O)(=O)N3CCC(C(=O)NCc4ccccc4Cl)CC3)ccc21	4%	-2	0%	7%	-4%	-19%	-8	-16%	-2%
CC(C)(CNc1ccc([N+](=O)[O-])cc1Cl)CNS(C)(=O)=O	1%	0	-179%[0.0737 µM]	15%	-2%	4%	-9	-22%	-13%
Cc1ccc(S(=O)(=O)c2c(Nc3cccc(Cl)c3)sc(C(=O)c3ccc4c(c3)OCO4)c2N)cc1	·	-13	·	15µM*	·	?	·	2%	·
CC(Oc1ccc(Br)cc1)C(=O)NCC(C)(C)N1CCOCC1 (stereo not given)	?	0	1%	-6%	-11%	0%	-1	-8%	-11%
O=C(NC1CC1)C1=C[C@H](c2coc3ccccc3c2=O)C[C@H](OCCCCO)O1	-3%	12	45%	0%	8%	-11%	12	2%	9%
CCN(CC)C(=O)c1sc(NC(=O)C(Sc2ccccc2)c2ccccc2)c(C(=O)OC(C)C)c1C (stereo not given)	8%	10	1%	?	-9%	?	-18	-15%	-12%
Cc1[nH]c2ccccc2c1-c1csc(N)n1	-3%	4	-13%	-6%	-16%	-28%	-13	5%	-13%
COc1ccc(-c2noc(CCC(=O)NCC3CCN(Cc4cccc(C)c4)CC3)n2)cc1	8%	2	26%	-29%	-22%	-12%	-72*	-29%	-1%
Cc1ccc(NC(=O)CSc2nc(-c3cccs3)cc(C(F)(F)F)n2)cc1C	·	-1	·	?	·	?	·	-17%	·
O=C(NCCc1ccccc1)C(=O)NCC(c1cccnc1)N1CCN(c2ccc(F)cc2)CC1 (stereo not given)	·	6	·	0%	·	-19%	·	2%	·
CCOC(=O)COc1ccc2c3c(c(=O)oc2c1C)CCC3	-3%[9.22 µM]	1	?	5%	20%	13%	7	10%	3%
c1csc(-c2nnsc2-c2nc3ccccc3[nH]2)c1	-4%	0	7%	4%	-19%	-2%	22	-10%	-22%
Cc1ccc(C(=O)NC(C)c2ccccc2)o1 (stereo not given)	-3%	2	0%	0%	-3%	-1%	-3	-3%	5%
CCCOc1ccc(CC(=O)NNC(=S)Nc2ccccc2)cc1Br	3%	6	18%	-3%	3%	-26%	-23	0%	-24%
CCc1ccc(-n2c(SCc3cccc(F)c3)nc3[nH]ncc3c2=O)cc1	·	4	·	-3%	·	-24%	·	-6%	·
C=CCN(CC=C)C(=O)Cn1cnc([N+](=O)[O-])n1	3%	6	-6%	9%	9%	22%	16	-27%	15%
O=C(c1ccc2c(Cl)c3c(nc2c1)CCCC3)N1CCN(c2ccc(F)cc2)CC1	?	7	?	0%	-1%	-3%	-30	3%	-9%
COc1ccc(C(=O)Nc2nnc(CCS(=O)(=O)c3ccc(C)cc3)s2)cc1	1%	0	-2%	11%	16%	3%	10	-16%	18%
CC1CCN(c2nc(-c3ccccc3)c(C#N)c(=O)[nH]2)CC1	1%	-8	5%	5%	-2%	-24%	20	3%	4%
CC1CC(C)CN(S(=O)(=O)c2ccc(C(=O)NCCCn3ccnc3)cc2)C1 (stereo not given)	?	3	?	-9%	?	?	11	-6%	?
Cc1cc(=O)oc2cc(Oc3ncccn3)ccc12	-9%	1	1%	8%	7%	11%	19	-17%	2%
COc1ccc(CCC(=O)Nc2nnc(C)s2)cc1	1%	3	-7%	3%	23%	-15%	·	0%	8%
O=C(OCc1ccccc1)N1CCC2CC1c1cc(-c3ccc(F)cc3)ccc12 (stereo not given)	?	-5	?	?	1%	0%	13	18%	-1%

An unsorted share of the library; overall some 11% were active at least once.
